CR mimetic SO: yeast age-related superoxide inhibition as caloric restriction mimetic; S. cerevisiae aged cells, superoxide DHE fluorescence; stronger effect = lower value; superoxide response (% of plate mean), % at 10 µM; 330,000 compounds, 0.18% hits; AID 2690;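 active = superoxide response under a set limit, about three screen SD below normal, cut at about 65% in these data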;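 also: yeast aged for seven days with compound at 30 °C before DHE staining; 100% = average MFI of all compound-treated wells on the plate with controls excluded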
PP1 inh: counter-screen for PP5 inhibitors: inhibitors of human PP1-alpha | purified PP1alpha, OMFP fluorescence | AID 2235 | inhibition, % at 6.7 µM | P62136 | 320,000 compounds, 0.9% hits;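 active = inhibition above the mean inhibition of all tested compounds plus 3 SD, computed separately for each screening campaign, cut at about 15% in these data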
Target sequence (P62136 whole entry, looked up): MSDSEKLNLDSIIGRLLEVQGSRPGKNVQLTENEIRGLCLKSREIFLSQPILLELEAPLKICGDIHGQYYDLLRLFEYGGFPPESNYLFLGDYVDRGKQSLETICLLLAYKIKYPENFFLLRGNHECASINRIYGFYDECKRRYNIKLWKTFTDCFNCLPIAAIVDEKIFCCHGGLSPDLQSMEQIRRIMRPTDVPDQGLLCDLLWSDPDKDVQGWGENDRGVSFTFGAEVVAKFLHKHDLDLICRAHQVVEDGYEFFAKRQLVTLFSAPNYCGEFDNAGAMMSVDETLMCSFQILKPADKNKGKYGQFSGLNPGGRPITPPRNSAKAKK
EBNA-1 inh: blocks EBNA-1 binding to DNA; 300,000 compounds, 0.34% hits; EBNA-1 DNA binding, fluorescence polarization; inhibition, % at 14.8 µM; in the data active = inhibition above about 28%
HCV core dimer: blocks dimerization of HCV core protein; TR-FRET GST/Flag-core106 dimerization, 1536-well; inhibition, % at 5 µM; 300,000 compounds, 0.33% hits; AID 1899;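 active = inhibition above the mean of all tested compounds plus 3 SD, set per screening campaign, cut at about 45% in these data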
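Assay system – GST-tagged and Flag-tagged HCV core protein residues 1-106 · Quantity – core106 proteins, GST 13.5 nM and Flag 17 nM · Benchmarks – unlabelled core106 and no-GST-core106 wells · Read-out basis – percent inhibition of core106 dimerization signal · Detection – time-resolved FRET, ex 340 nm, em 617 and 671 nm · Schedule – 4 h at 22.5 °C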
ZTA counter: ZTA (EBV) inhibition in EBNA-1 counter-screen. P03206. ZTA-DNA binding, fluorescence polarization. inhibition, % at 11 µM. 320,000 compounds, 0.15% hits; in the data active = inhibition above about 33%
Target sequence (P03206 whole entry, looked up): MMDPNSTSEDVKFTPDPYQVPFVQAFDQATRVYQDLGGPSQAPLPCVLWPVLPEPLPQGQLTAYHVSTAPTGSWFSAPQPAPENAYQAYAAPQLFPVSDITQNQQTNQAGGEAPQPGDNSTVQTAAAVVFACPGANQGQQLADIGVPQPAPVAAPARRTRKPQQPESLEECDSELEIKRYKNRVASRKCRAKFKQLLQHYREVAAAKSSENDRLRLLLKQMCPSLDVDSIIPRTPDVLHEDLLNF
JMJD2C inh: human JMJD2C demethylase inhibition; inhibition, % at 2.35 µM; GST-JMJD2C(1-420) H3K9me3 demethylation, DELFIA europium; Q9H3R0; 330,000 compounds, 0.069% hits;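 active = more than half of a compound's replicate wells show inhibition beyond 50%, single wells judged on their own value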;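 also: signal counts dimethyl H3K9 product captured on neutravidin plate; 0% = median of DMSO wells and 100% = 0.3 times that DMSO median; strong numbers were not always called active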
Target sequence (Q9H3R0 1-420 limits assumed): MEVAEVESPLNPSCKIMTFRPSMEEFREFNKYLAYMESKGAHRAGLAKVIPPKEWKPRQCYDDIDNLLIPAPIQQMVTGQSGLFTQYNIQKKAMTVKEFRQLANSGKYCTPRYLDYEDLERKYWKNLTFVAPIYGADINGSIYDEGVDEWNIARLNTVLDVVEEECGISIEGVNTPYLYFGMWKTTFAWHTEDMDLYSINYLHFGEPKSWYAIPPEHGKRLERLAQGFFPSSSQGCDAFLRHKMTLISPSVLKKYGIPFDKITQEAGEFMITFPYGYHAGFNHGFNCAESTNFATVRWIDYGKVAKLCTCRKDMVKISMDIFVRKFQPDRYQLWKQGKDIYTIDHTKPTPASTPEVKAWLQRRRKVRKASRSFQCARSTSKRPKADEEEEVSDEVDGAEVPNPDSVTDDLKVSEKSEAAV
CTSL1 counter: blocks F. hepatica cathepsin L1 in PFM18AAP counter-screen | recombinant F. hepatica cathepsin L1, Z-Leu-Arg-MCA fluorescence | inhibition, % at 5.96 µM | 300,000 compounds, 0.49% hits | AID 1906;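 active = inhibition above the mean of all tested compounds plus 3 SD, set per screening campaign, cut at about 17% in these data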;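 also: 0% = plate median of test compound wells and 100% = 1 µM Z-Phe-Ala-diazomethylketone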
TPT1 inhibitor: blocks Candida albicans tRNA 2'-phosphotransferase. 300,000 compounds, 0.81% hits. AID 1962. recombinant caTPT1, FP RNA substrate dephosphorylation. inhibition, % at 5 µM;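 active = inhibition above the mean of all tested compounds plus 3 SD, set per screening campaign, cut at about 24% in these data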;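 also: plate controls were DMSO alone for no effect and ferristatin control at 100 nM for full effect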
PP5 inh: inhibitors of human protein phosphatase 5 (PP5); P53041; purified PP5c, OMFP substrate fluorescence; inhibition, % at 6.7 µM; 320,000 compounds, 0.18% hits;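 active = inhibition above the campaign's mean inhibition across all tested compounds plus 3 SD, cut at about 9.5% in these data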;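 also: 0% = DMSO only and 100% = 100 µM cantharidin control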
* = called active by the depositor; i = inactive; nt = no result given.

SMILES	CR mimetic SO	PP1 inh	EBNA-1 inh	HCV core dimer	ZTA counter	JMJD2C inh	CTSL1 counter	TPT1 inhibitor	PP5 inh
CC1=NN(C(=O)CCc2ccc3c(c2)OCO3)C(O)(C(F)(F)F)C1 (centres undefined)	100	-2	-2	2	-11	9	0	1	0.8
COc1ccccc1C(=O)NNC(=S)NC(=O)c1cccs1	75	1	1	-2	7	-10	0	1	1.1
CCc1nnc(NC(=O)CN2C(=O)CCC2=O)s1	116	-2	-2	-2	-3	17	-4	-3	-0.3
O=C(c1ccc(N2CCN(C3CC(=O)N(Cc4cccs4)C3=O)CC2)cc1)c1cccnc1 (centres undefined)	103	-5	-5	5	-3	9	4	3	-0.2
CCN(CC)C(=O)C(Oc1ccc(S(=O)(=O)N2CCCC2)cc1[N+](=O)[O-])c1ccccc1 (centres undefined)	105	-2	1	6	-7	1	-3	-3	0.1
O=S(=O)(NC1CCN(S(=O)(=O)c2ccc3c(c2)OCCO3)C1)c1c(F)cccc1F (centres undefined)	97	-2	nt	nt	-12	2	nt	nt	3.6
Cc1cc(C)cc(NC(=O)N2CCC(c3nc4ccccc4o3)CC2)c1	89	-1	6	-1	-2	1	-12	1	3.7
O=C(CN(C(=O)c1csnn1)c1ccc(Cl)cc1)NC1CCCC1	98	-7	2	4	5	-6	5	-2	-2.1
Cc1ccc(C(C)C)c(OCCN)c1	97	-2	4	-1	8	-3	-3	-1	2.1
CCOc1ccccc1-c1nc2c(C(C)(C)C)nn(C)c2c(=O)[nH]1	99	-3	5	-2	8	12	4	-2	0.9
CC(C)NC(=S)N1CCn2c(nc3ccccc32)C1	105	2	12	0	20	7	0	-3	2.2
N/C(=N\OC(=O)c1ccc(Cl)cc1)c1ccc(Cl)cc1	110	-1	-5	5	8	20	-2	-1	0.7
O=C(COC(=O)c1cccs1)Nc1ccc(F)c(F)c1	102	-2	nt	nt	16	0	nt	nt	-1.2
COC(=O)c1ccccc1NC(=O)CCCCCn1nnc2ccccc2c1=O	98	-1	11	12	8	5	-3	1	-0.3
CC(=O)Nc1ccc(-c2csc(NC(=O)C3CSC4(C)CCC(=O)N34)n2)cc1 (centres undefined)	93	0	-2	18	-3	2	7	3	-1.8
COCCN(C(=O)COC(=O)C1(C)CC1(Cl)Cl)c1c(N)n(Cc2ccccc2)c(=O)[nH]c1=O (centres undefined)	102	1	-6	-12	-8	47	2	-3	-0.3
NNC(=O)CNS(=O)(=O)c1ccc([N+](=O)[O-])cc1	104	-2	-22	-2	-21	-12	-1	-5	1.1
CC1CCc2[nH]c3ccc(C(=O)NCCCOC(C)C)cc3c2C1 (centres undefined)	102	-4	-2	-2	-19	2	5	-6	-2.1
O=c1[nH]c(CN2CCN(S(=O)(=O)/C=C/c3ccccc3)CC2)nc2ccccc12	100	2	3	-1	2	8	-4	3	1.9
COc1cc(/C=C/c2nc3ccccc3c(=O)[nH]2)ccc1OC(F)F	90	5	0	-1	8	-7	0	-1	0.2

Continued, starting with the last 4 of the part before.
SMILES	CR mimetic SO	PP1 inh	EBNA-1 inh	HCV core dimer	ZTA counter	JMJD2C inh	CTSL1 counter	TPT1 inhibitor	PP5 inh
NNC(=O)CNS(=O)(=O)c1ccc([N+](=O)[O-])cc1	104	-2	-22	-2	-21	-12	-1	-5	1.1
CC1CCc2[nH]c3ccc(C(=O)NCCCOC(C)C)cc3c2C1 (centres undefined)	102	-4	-2	-2	-19	2	5	-6	-2.1
O=c1[nH]c(CN2CCN(S(=O)(=O)/C=C/c3ccccc3)CC2)nc2ccccc12	100	2	3	-1	2	8	-4	3	1.9
COc1cc(/C=C/c2nc3ccccc3c(=O)[nH]2)ccc1OC(F)F	90	5	0	-1	8	-7	0	-1	0.2
COc1cccc(C(=O)Nc2ccc(C(=O)O)cc2)c1	104	0	9	-4	24	2	1	-1	1.0
COc1cc(CNCC(O)c2ccccc2)ccc1OCc1ccc(Cl)nc1 (centres undefined)	114	3	6	-4	0	1	2	-8	-0.9
O=C1c2ccccc2C(=O)N1CCC(c1ccc(F)cc1)c1ccco1 (centres undefined)	108	1	3	36	-15	3	18*	-2	0.7
NS(=O)(=O)c1ccc(-c2ccc(/C=C3\SC(=S)N(C4CCS(=O)(=O)C4)C3=O)o2)cc1 (centres undefined)	94	4	-16	16	0	-33	-3	109*	5.9
CC(C)N1CCc2c(sc(NC(=O)c3ccc(C(=O)c4ccccc4)cc3)c2C(N)=O)C1	86	0	-4	-2	14	-39	7	35*	3.7
COC(=O)c1ccc2c(c1)NC(=O)C(N1CCOCC1)S2 (centres undefined)	84	-2	11	-1	4	0	6	-2	-0.4
Cc1ccc(S(=O)(=O)CCC(=O)c2ccc(F)cc2)cc1	102	-2	-3	0	-5	8	43*	0	1.8
COc1ccc(-c2cc(C(=O)N3CCCCCC3)no2)cc1	93	-1	6	5	-5	-4	1	-3	3.4
CCOC(=O)Nc1ccc(C(=O)Oc2ccccc2)c(O)c1	84	1	-1	1	6	-1	1	1	5.3
COc1cc(Cl)c(C)cc1NC(=O)CNC(=O)Cn1cnc2ccccc2c1=O	97	-1	3	-3	2	0	0	-2	7.9
O=C(O)c1ccc(O)cc1O	115	3	nt	nt	-2	10	nt	nt	-0.1
O=C(N/N=C/c1ccc(O)c([N+](=O)[O-])c1)c1ccncc1	105	-3	7	-3	2	-3	2	-3	-0.5
Clc1cccc(CSC2=NCCCN2)c1	97	-4	-6	0	-12	16	9	-1	-7.0
Cc1cccc(NC(=O)c2cccc(OC(=S)N3CCOCC3)c2)c1C	97	-1	-3	-5	0	-6	-2	-6	-2.3
O=C(Cc1cccs1)NCc1ccc(F)cc1	107	-2	4	-7	-19	126	-2	-8	1.7
CCOc1ccc(NC(=O)CCS(=O)(=O)c2ccc3c(c2)CCCN3C(=O)CC)cc1	100	-3	-15	-1	0	9	-2	1	3.8
Cc1c(NC(=S)N2CCN(c3cccc(Cl)c3)CC2)c(=O)n(-c2ccccc2)n1C	94	-3	4	-2	4	3	-1	2	0.1
CCN1CCN(S(=O)(=O)c2ccc(C(=O)Nc3ccccc3)cc2)CC1	98	-1	8	7	22	-2	-2	-4	2.3
CCOC(=O)c1c(NC(=O)COC(=O)c2ccc(O)cc2)sc(C(=O)NC)c1C	110	-4	-2	-1	-3	-7	5	2	0.5
O=C(c1cccs1)N(Cc1ccc(Cl)cc1)C1CCS(=O)(=O)C1 (centres undefined)	102	-5	-3	0	-14	-8	-1	-4	1.5
O=C1Nc2c(c(=O)[nH]c(=O)n2-c2ccccc2F)C(C(F)(F)F)(C(F)(F)F)N1	109	-1	-6	1	0	4	-2	0	0.1
CC(C)Cc1nnc(NC(=O)c2ccc3c(=O)n4c(nc3c2)CCC4)s1	102	-1	11	13	10	-2	2	0	-1.6
Cc1cccc(NC(=O)C2CCN(C(=O)NC3CCCCC3)CC2)c1	92	0	-9	3	3	-6	-2	2	3.4
Cc1ccccc1OCCN1CCCC1	92	-1	-2	-3	1	13	-1	1	-1.7
COc1ccc2[nH]c(=O)c(CN(CCCN(C)C)C(=O)Nc3ccccc3)cc2c1	85	0	0	-2	-3	9	4	-2	-0.5
CC1CCCCN1CC(=O)Nc1ccc(N2CCCCCC2)cc1 (centres undefined)	94	7	-1	-4	-13	-1	13	-3	-2.5
CSCCC(NS(=O)(=O)c1ccc(C)cc1)C(=O)N1CCN(C(C)=O)CC1 (centres undefined)	106	-7	0	-4	0	-29	0	-5	2.1
COC(=O)C1=C(C)N=C2SC(C)C(=O)N2C1/C=C/c1ccccc1OC (centres undefined)	75	3	6	6	6	4	-12	1	-1.8
O=c1c2cc(Cl)ccc2nc(-c2ccccc2)n1O	87	-5	-1	3	2	-9	-3	-6	-2.1
COc1ccccc1C(=O)Nc1nc(C)cc(C)n1	108	-2	5	2	7	-8	5	-2	2.0
C/C(=N/O)c1ccc(Oc2cnccn2)cc1	114	0	-3	-6	-14	6	-4	1	1.8
CCOC(=O)c1c(NC(=S)NC)sc2c1CCCC2	107	-1	-1	-9	-9	-7	1	-2	1.1
O=[N+]([O-])c1ccc2nc(NS(=O)(=O)c3ccccc3[N+](=O)[O-])sc2c1	109	6	8	8	18	-21	4	13	3.1
Cc1ccccc1C(=O)NC(CC(C)C)C(=O)Nc1ccc(F)c([N+](=O)[O-])c1 (centres undefined)	80	2	-3	-16	-25	-38	-3	0	3.5
COC(=O)c1cccc(NC(=O)CSc2nnc(C)n2Cc2ccccc2)c1	81	1	7	-1	7	-14	0	-4	-0.4
Cc1ccc(S(=O)(=O)c2nc(Nc3nccs3)sc2Cl)cc1	114	3	-1	22	-2	3	1	20	4.9
CCCCCn1c(=O)c(C(=O)OCC)c(Cl)c2ccccc21	102	1	-7	7	1	0	7	4	1.6
O=C(COC(=O)Cc1ccsc1)NCC12CC3CC(CC(C3)C1)C2	105	0	-1	4	2	-2	-6	2	1.5
CC(C)n1c(SCC(=O)N2CCN(C)CC2)nc2c1c(=O)n(C)c(=O)n2C	89	-3	-18	-6	4	-7	1	-1	-1.1
Cc1ccc(S(=O)(=O)N[C@@H](CC(C)C)C(=O)NCc2ccco2)cc1	127	2	14	3	4	15	9	1	-2.3
Cc1ccc(C(=O)OCC(=O)N2CCc3ccccc32)cc1	102	6	3	7	2	9	-4	-6	4.6
CN(C)CCCNC(=O)C1(O)c2cc(Br)ccc2NC(=O)N1c1ccc(Cl)cc1 (centres undefined)	102	-3	-15	-2	1	-14	0	2	-2.8
CC(=O)OC1CC2(C)C(=O)CCC2C2CCc3cc(O)ccc3C12 (centres undefined)	86	-1	1	1	1	nt	-1	-2	0.7
Cc1ccccc1OCC(O)CN1C(=O)c2ccccc2C1=O (centres undefined)	94	1	1	-9	1	1	1	0	-1.2
O=[N+]([O-])c1c(NCc2ccccc2)cc(N2CCc3ccccc3C2)c2nonc12	90	0	14	15	-1	6	-1	0	-2.0
C=CCN(CC=C)C(=S)Nc1cc(Cl)ccc1OC	108	-2	-8	-1	-9	-7	-2	-1	-0.2
BrC(=C\c1ccccc1)/C=N/N1CCN(c2ccccn2)CC1	104	4	-10	9	-3	-6	-1	-1	2.0
CCC(c1nnc(SCC(=O)Nc2cc(C)on2)o1)N(C)C (centres undefined)	84	-3	nt	nt	2	-4	nt	nt	1.4
O=C(COc1cccnc1[N+](=O)[O-])N1CCN(C(=O)c2ccco2)CC1	101	-4	4	-1	8	-21	-4	-2	-1.6
CC1(c2ccc3ccccc3c2)NC(=O)N(CC(=O)N2CCC(C(N)=O)CC2)C1=O (centres undefined)	100	2	-7	-1	-2	-2	4	3	-3.3
CN1CCN(C(=O)c2ccc(COc3cc(Cl)ccc3Cl)o2)CC1	94	0	-13	-2	-8	1	-1	1	0.9
Cn1nc(C(F)(F)F)c(-c2ccc(Br)cc2)c1NC(=O)c1cccnc1	i	0	-6	-2	6	-4	3	2	-0.3
Cc1nc2ccccc2c2c1C(=O)NC2=O	142	-2	0	2	-7	114	3	-1	2.6
COc1cccc(NC(=O)CC2SC(=Nc3ccccc3)NC2=O)c1 (centres undefined)	92	-3	2	-3	22	4	-1	4	4.0
COc1ccc2cc(C(=O)Nc3ccccc3)sc(=O)c2c1OC	98	-2	26	-16	19	-1	6	-4	1.4
CCOC(=O)c1sc(Nc2nc(C)cc(C)n2)nc1C	104	3	-1	5	-4	-14	8	7	-0.9
N#C/C(=C\N1CCN(Cc2ccc3c(c2)OCO3)CC1)c1nc2ccccc2s1	87	-2	8	10	11	13	1	52*	0.9

Assay outcomes deposited in PubChem by several laboratories.
